# IDH1 R132H inh: inhibitors of IDH1 R132H reductase, primary screen, biochemical, plate reader, single point | Isocitrate dehydrogenase [NADP] cytoplasmic (Homo sapiens), O75874 | diaphorase/resazurin fluorescence, 60 min | inhibition, % at 10 µM | 70,000 compounds, 0.18% hits; in the data active means inhibition above about 34%;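 further: 0% = DMSO and 100% = no enzyme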
# Target sequence (O75874 whole entry R132H): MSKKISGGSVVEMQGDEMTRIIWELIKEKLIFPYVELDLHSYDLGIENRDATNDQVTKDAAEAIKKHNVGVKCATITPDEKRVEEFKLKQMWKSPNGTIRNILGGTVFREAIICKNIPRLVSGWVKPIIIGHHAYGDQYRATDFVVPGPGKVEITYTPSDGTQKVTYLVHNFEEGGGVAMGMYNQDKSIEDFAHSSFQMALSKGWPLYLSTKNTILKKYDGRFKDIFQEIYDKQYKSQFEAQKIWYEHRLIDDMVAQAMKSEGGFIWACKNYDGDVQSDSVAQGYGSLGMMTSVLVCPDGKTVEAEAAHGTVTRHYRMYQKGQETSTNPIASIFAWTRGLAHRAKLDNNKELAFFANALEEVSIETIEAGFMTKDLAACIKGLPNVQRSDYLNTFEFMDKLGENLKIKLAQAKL
# PRC2 inh: EZH2/PRC2 methyltransferase inhibitors, primary screen, biochemical, DELFIA time-resolved fluorescence, single point | Histone-lysine N-methyltransferase EZH2 (Homo sapiens), Q15910 | PRC2 H3K27 methylation, DELFIA TRF, 1 h | inhibition, % at 12.5 µM | 57,000 compounds, 0.35% hits | AID 651548, 2012;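 active means mean inhibition of replicates at least 50% and every single replicate also reaching 50%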;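 further: dimethyl H3K27 on biotinylated H3 21-44 peptide detected by antibody; plate controls were median neutral control wells for no effect and median positive control wells for full effect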
# * marks the source's active call; other numbers are inactive results; / = not tested or not shown. The list is partial; the hit share may differ from the screen's.
SMILES,IDH1 R132H inh,PRC2 inh
COCC(=O)Nc1ccc2c(c1)OC[C@@H](C)N(C)C[C@@H](C)[C@@H](OC)CN(C)C2=O,-0.1,1
Cc1ccc(S(=O)(=O)N(CC(N)=O)c2ccc(Cl)c(Cl)c2)cc1,-0.2,11
O=C(NO)c1cccc(C(=O)N/N=C/c2cccc3ccccc23)c1,-0.1,-16
C[C@@H]1CN([C@@H](C)CO)C(=O)c2cc(NC(=O)C3CCCCC3)ccc2O[C@@H]1CN(C)Cc1ccccc1,0.1,7
CCCC#Cc1cnc2c(c1)C(=O)N([C@@H](C)CO)C[C@@H](C)[C@H](CN(C)C(=O)NC1CCCC1)O2,0.5,/
C[C@H](CO)N1C[C@H](C)[C@@H](CN(C)S(=O)(=O)c2cn(C)cn2)Oc2ccc(NC(=O)C3CC3)cc2CC1=O,-9.0,/
COCC(=O)N(C)C[C@H]1Oc2ncc(C3=CCCCC3)cc2C(=O)N([C@H](C)CO)C[C@H]1C,/,0
O=C(N[C@H]1CC[C@H](CCNS(=O)(=O)Cc2ccccc2)O[C@H]1CO)c1ccccc1F,-0.1,-4
O=S(=O)(c1ccccc1)N(CC(F)(F)F)c1ccc(C(O)(C(F)(F)F)C(F)(F)F)cc1,-0.1,17
Cc1cc(C)c2c(=O)[nH]c(SCC(=O)NCc3ccccc3)nc2n1,-0.3,-30
O=C(NCCCn1cc(C(=O)NO)nn1)Nc1ccccc1,0.2,-9
C[C@@H]1CN([C@H](C)CO)C(=O)Cc2cc(NC(=O)NC3CCCCC3)ccc2O[C@H]1CN(C)S(=O)(=O)c1ccc(Cl)cc1,0.1,-26
COCc1cn(CC[C@H]2CC[C@H](NC(=O)Nc3ccc(OC)cc3)[C@@H](CO)O2)nn1,0.0,-3
C[C@H](CO)N1C[C@H](C)[C@@H](CN(C)C(=O)c2ccncc2)Oc2cc(-c3cccc(C#N)c3)ccc2S1(=O)=O,0.4,-8
Cc1noc(C)c1NC(=O)Nc1ccc2c(c1)C(=O)N([C@@H](C)CO)C[C@H](C)[C@@H](CN(C)S(=O)(=O)c1cccs1)OCCCC[C@H](C)O2,-0.2,/
C[C@@H]1CCCCO[C@H](CN(C)CC2CCCCC2)[C@H](C)CN([C@H](C)CO)C(=O)c2cc(NS(=O)(=O)c3ccccc3)ccc2O1,-4.4,/
C/C=C/c1cnc2c(c1)C(=O)N([C@H](C)CO)C[C@@H](C)[C@@H](CN(C)Cc1ccccc1)O2,-0.6,-1
CC(C)NC(=O)Nc1ccc2c(c1)C(=O)N([C@@H](C)CO)C[C@@H](C)[C@@H](CN(C)Cc1ccc(C(=O)O)cc1)O2,1.8,5
CC(C)CC#Cc1ccc2c(c1)O[C@H](CN(C)Cc1cccc(F)c1)[C@@H](C)CN([C@@H](C)CO)S2(=O)=O,0.1,/
CC(=O)Nc1ccc(NC(=O)CSc2nnc3c4ccccc4n(C)c3n2)cc1,1.0,/
C[C@H](NC(=O)C[C@H]1CC[C@H](NC(=O)Cc2ccccn2)[C@H](CO)O1)c1ccccc1,0.0,11
Cc1ccc(-n2ncc(N(C)N3CC(C)(C)C3=O)c(Cl)c2=O)cc1,-0.4,-12
CO[C@H]1CN(C)C(=O)c2ccc(NC(=O)c3cccc(F)c3)cc2OC[C@@H](C)N(C)C[C@@H]1C,0.1,0
COCC(=O)N1C[C@@H](C)[C@H](OC)CN(C)C(=O)c2cc(NC(=O)c3ccc(OC)cc3)ccc2OC[C@@H]1C,0.4,3
COc1ccc(NC(=O)N(C)C[C@@H]2Oc3ncc(C#C[C@H](C)O)cc3C(=O)N([C@@H](C)CO)C[C@@H]2C)cc1,/,6
CCCC(=O)Nc1ccc2c(c1)OC[C@@H](C)N(C(=O)c1ccccc1F)C[C@H](C)[C@H](OC)CN(C)C2=O,0.2,-3
CO[C@H]1CN(C)C(=O)c2ccc(NC(=O)C3CC3)cc2OC[C@@H](C)N(C(=O)c2ccncc2)C[C@H]1C,0.0,3
O=C(CCN1CCCCC1)N[C@@H]1CC[C@H](CCNC(=O)c2cc(Cl)cc(Cl)c2)O[C@H]1CO,-0.2,-8
O=C(C[C@@H]1CC[C@@H](NS(=O)(=O)c2ccc(F)cc2)[C@H](CO)O1)NCc1ccncn1,0.1,7
C[C@H](CO)N1C[C@H](C)[C@@H](CN(C)Cc2ccc(-c3ccccc3)cc2)Oc2c(NS(=O)(=O)c3ccc(Cl)cc3)cccc2C1=O,2.0,/

# Single records, as listed above:
# Record of CO[C@H]1CN(C)C(=O)c2ccc(NC(=O)C3CC3)cc2OC[C@@H](C)N(C(=O)c2ccncc2)C[C@H]1C → IDH1 R132H inh = 0.0; PRC2 inh = 3
# Record of CCCC(=O)Nc1ccc2c(c1)OC[C@@H](C)N(C(=O)c1ccccc1F)C[C@H](C)[C@H](OC)CN(C)C2=O → IDH1 R132H inh = 0.2; PRC2 inh = -3
# Record of Cc1ccc(-n2ncc(N(C)N3CC(C)(C)C3=O)c(Cl)c2=O)cc1 → IDH1 R132H inh = -0.4; PRC2 inh = -12

# New compounds follow:
SMILES,IDH1 R132H inh,PRC2 inh
C[C@H](CO)N1C[C@H](C)[C@@H](CN(C)Cc2ccc3c(c2)OCO3)Oc2c(NS(C)(=O)=O)cccc2C1=O,0.2,/
NCCCC[C@H](N[C@@H](CCc1ccccc1)C(=O)O)C(=O)N1CCC[C@H]1C(=O)O,0.2,/
COc1ccc(S(=O)(=O)Nc2ccc3c(c2)C(=O)N([C@@H](C)CO)C[C@H](C)[C@@H](CN(C)C(=O)NC(C)C)O3)cc1,-11,/
COc1ccc(S(=O)(=O)Nc2cccc3c2O[C@@H](CN(C)C(=O)Nc2ccc(F)cc2)[C@H](C)CN([C@@H](C)CO)C3=O)cc1,-6.4,/
C[C@H]1ON(c2ccc(C(=O)OC(C)(C)C)cc2)[C@@H](c2ccc(O)cc2)[C@@H]1C(=O)N1C(=O)OC[C@@H]1c1ccccc1,/,6
CCCC#Cc1cnc2c(c1)C(=O)N([C@@H](C)CO)C[C@H](C)[C@@H](CN(C)C(=O)Cc1ccccc1)O2,0.1,/
C[C@@H]1CN([C@@H](C)CO)C(=O)c2cccc(NS(=O)(=O)c3cccs3)c2O[C@@H]1CN(C)Cc1ccc(Oc2ccccc2)cc1,5.3,/
C[C@H]1CN([C@@H](C)CO)C(=O)CCCn2nncc2CO[C@H]1CN(C)S(=O)(=O)c1ccc2ccccc2c1,0.3,4
COc1ccc(CN(C)C[C@H]2OCCCC[C@@H](C)Oc3ccc(NS(=O)(=O)c4cn(C)cn4)cc3C(=O)N([C@@H](C)CO)C[C@H]2C)cc1,2.9,/
CC(=O)OCC/C(=C\CC1(O)C(C)CCC2C(C)(C)CCCC21C)COC(C)=O (stereo not given),-0.6,/
C[C@@H]1CN([C@H](C)CO)C(=O)Cc2cc(NC(=O)C3CCCCC3)ccc2O[C@H]1CN(C)Cc1ccncc1,2.3,/
C[C@@H]1CN([C@@H](C)CO)C(=O)c2cc(-c3ccc(C(=O)N(C)C)cc3)cnc2O[C@H]1CN(C)C(=O)C1CC1,-0.2,20
O=C(N[C@H]1CC[C@@H](CC(=O)N2CCOCC2)O[C@H]1CO)c1ccccn1,-0.3,-1
CC(C)(C)C1CCc2c(sc(NC(=S)NC(=O)c3cc4ccccc4o3)c2C(N)=O)C1 (stereo not given),0.0,12
CO[C@@H]1CN(C)C(=O)c2cc(NC(=O)C3CC3)ccc2OC[C@H](C)N(C(C)=O)C[C@@H]1C,0.1,7

# Gathered by group: the compounds so far with a thiophene ring, fused or not
SMILES,IDH1 R132H inh,PRC2 inh
Cc1noc(C)c1NC(=O)Nc1ccc2c(c1)C(=O)N([C@@H](C)CO)C[C@H](C)[C@@H](CN(C)S(=O)(=O)c1cccs1)OCCCC[C@H](C)O2,-0.2,/
C[C@@H]1CN([C@@H](C)CO)C(=O)c2cccc(NS(=O)(=O)c3cccs3)c2O[C@@H]1CN(C)Cc1ccc(Oc2ccccc2)cc1,5.3,/
CC(C)(C)C1CCc2c(sc(NC(=S)NC(=O)c3cc4ccccc4o3)c2C(N)=O)C1 (stereo not given),0.0,12

# The list continues.
SMILES,IDH1 R132H inh,PRC2 inh
Cc1cc(C)c(NC(=O)CSc2nc(-c3ccccc3)c(-c3ccccc3)[nH]2)c(C)c1,-0.3,11
C[C@H](CO)N1C[C@H](C)[C@@H](CN(C)Cc2ccncc2)Oc2c(NS(=O)(=O)c3ccccc3)cccc2C1=O,/,8
C[C@H](CO)N1C[C@H](C)[C@@H](CN(C)C(=O)C2CCC2)Oc2ncc(C#Cc3cccc(F)c3)cc2C1=O,2.4,-8
C[C@@H]1CCCCO[C@@H](CN(C)C(=O)Cc2ccccc2)[C@@H](C)CN([C@H](C)CO)C(=O)c2cc(NS(=O)(=O)c3ccc(F)cc3)ccc2O1,0.3,/
O=C(C[C@@H]1C=C[C@H](NC(=O)C2CC2)[C@@H](CO)O1)NCC1CC1,-0.6,-3
CCC(=O)N1C[C@H](C)[C@@H](OC)CN(C)C(=O)c2cc(NC(=O)Nc3ccc(Cl)cc3)ccc2OC[C@H]1C,0.1,-11
CO[C@@H]1CN(C)C(=O)c2cc(NC(C)=O)ccc2OC[C@@H](C)N(Cc2ccccc2C(=O)O)C[C@@H]1C,0.0,2
C[C@H](CO)N1C[C@H](C)[C@H](CN(C)C(=O)C2CC2)Oc2cc(C#CC3CC3)ccc2S1(=O)=O,/,-9
COc1ccc(NC(=O)Nc2ccc3c(c2)[C@H]2C[C@@H](CC(=O)NCc4ccccc4F)O[C@@H](CO)[C@H]2O3)cc1,0.2,-20
COc1ccc(S(=O)(=O)Nc2ccc3c(c2)C(=O)N([C@H](C)CO)C[C@@H](C)[C@H](CN(C)S(=O)(=O)c2cn(C)cn2)OCCCC[C@@H](C)O3)cc1,-6.7,/
COC(=O)C[C@H]1CC[C@@H](N)[C@H](CO)O1,-0.3,9
COc1ccccc1S(=O)(=O)N[C@H]1CC[C@H](CCNC(=O)C2CCCCC2)O[C@H]1CO,0.2,8
C[C@@H]1CCCCO[C@H](CN(C)C(=O)c2ccncc2)[C@H](C)CN([C@@H](C)CO)C(=O)c2cc(N(C)C)ccc2O1,-2.2,-3
C[C@H](NC(=O)C[C@H]1CC[C@@H](NC(=O)Cc2ccccn2)[C@H](CO)O1)c1ccccc1,0.1,9
CNC[C@@H]1OCCCC[C@@H](C)Oc2ccc(NC(=O)c3ccccc3)cc2C(=O)N([C@@H](C)CO)C[C@H]1C,-1.0,6
CS(=O)(=O)Nc1ccc2c(c1)[C@H]1C[C@@H](CC(=O)N3CCCCC3)O[C@H](CO)[C@H]1O2,0.1,-16
C[C@H](CO)N1C[C@H](C)[C@H](CN(C)S(=O)(=O)c2ccccc2)Oc2ccc(NS(=O)(=O)c3cccs3)cc2CC1=O,-2.0,/
COc1ccc(S(=O)(=O)N(C)C[C@@H]2Oc3cc(C#CC4CCCCC4)ccc3S(=O)(=O)N([C@@H](C)CO)C[C@@H]2C)cc1,1.0,-16
CO[C@@H]1CN(C)C(=O)c2cc(NC(=O)c3ccccc3)ccc2OC[C@H](C)N(C(=O)C2CC2)C[C@H]1C,0.2,6
COc1ccc(NC(=O)Nc2nn(Cc3c(F)cccc3Cl)cc2Br)c(OC)c1,-0.1,17
CNCCc1ccccn1,-0.3,1
CCCNC(=O)Nc1ccc2c(c1)OC[C@H](C)N(C(=O)CC)C[C@@H](C)[C@H](OC)CN(C)C2=O,-0.1,18
CO[C@H]1CN(C)C(=O)c2ccc(NC(C)=O)cc2OC[C@@H](C)N(CC2CC2)C[C@H]1C,0.1,7
O=C(CCCCCC(=O)Nc1ccccc1O)N/N=C/C1=CCCCC1,/,-1
COc1ccc(S(=O)(=O)N(C)C[C@H]2Oc3ccc(NC(=O)c4ccncc4)cc3CC(=O)N([C@H](C)CO)C[C@@H]2C)cc1,-0.5,/
OCC(Cc1ccc2c(c1)OCO2)C(CO)Cc1ccc2c(c1)OCO2 (stereo not given),0.0,-1
COc1ccc(S(=O)(=O)N(C)C[C@H]2Oc3ccc(NS(=O)(=O)c4ccc(Cl)cc4)cc3CC(=O)N([C@H](C)CO)C[C@@H]2C)cc1,4.2,/
O=C(N[C@H]1CC[C@H](CCNS(=O)(=O)c2ccc(Cl)cc2)O[C@@H]1CO)c1ccccn1,0.0,-1
O=C(O)C[C@@H]1CC[C@@H](NC(=O)c2ccccc2F)[C@H](CO)O1,0.0,12
Cc1nn2c(CN(C(=O)CN3CCOCC3)c3ccccc3)nnc2c2ccccc12,-0.2,-11
CC(=O)[C@H]1CCC2[C@@H]3CCC4=CC(=O)CC[C@]4(C)C3CC[C@@]21C (stereo not given in full),-0.1,-2
COc1ccc(NC(=O)C2CC(c3ccccc3O)=NO2)cc1OC (stereo not given),0.6,-15
CO[C@@H]1CN(C)C(=O)c2ccc(NS(C)(=O)=O)cc2OC[C@@H](C)N(C(=O)C2CC2)C[C@H]1C,-0.1,0
CC(C)C#Cc1cnc2c(c1)C(=O)N([C@@H](C)CO)C[C@H](C)[C@H](CN(C)Cc1cncnc1)O2,1.1,4
CCC(=O)N(C)C[C@H]1Oc2ncc(C#Cc3ccncc3)cc2C(=O)N([C@H](C)CO)C[C@H]1C,23,3
C[C@@H]1CN([C@@H](C)CO)C(=O)c2cc(N(C)C)ccc2O[C@H]1CN(C)Cc1ccc(C(=O)Nc2ccccc2N)cc1,/,-19

# Compound activity as filed in PubChem BioAssay.
